High-throughput results from PubChem BioAssay.
All columns: NCI-60 one-dose screen, growth in % after 48 h at 10 µM unless noted; 100 = growth as untreated, 0 = no growth, -100 = all killed.
LOX IMVI = LOX IMVI melanoma; 7.4% of 79,000 active; AID 1794757
SK-MEL-2 = SK-MEL-2 melanoma | 4.7% of 77,000 active
UACC-62 = UACC-62 melanoma | 5.4% of 81,000 active | AID 1794756
UACC-257 = UACC-257 melanoma | AID 1794764 | 4.4% of 78,000 active
HS 578T = HS 578T breast cancer; 4.1% of 78,000 active
SK-MEL-28 = SK-MEL-28 melanoma | 4.1% of 81,000 active
SK-MEL-5 = SK-MEL-5 melanoma | 6.4% of 80,000 active | AID 1794755
MALME-3M = MALME-3M melanoma; AID 1794766; 5.8% of 78,000 active
Numbers without * were called inactive; . = no result given; & = joins results of further samples. Rule for the calls: active = growth percent below 10; inactive = the rest.

Below each SMILES: LOX IMVI	SK-MEL-2	UACC-62	UACC-257	HS 578T	SK-MEL-28	SK-MEL-5	MALME-3M
O=C(Cc1ccccc1)c1ccc(O)cc1O
  .	100	97	105	98	111	109	103
COc1ccc(-c2nc3cc(C)ccc3n2CC(=O)N=Nc2c(O)[nH]c3ccc(OC)cc23)cc1
  -98*	-14*	-86*	-78*	-23*	-98*	-96*	-95*
O=C1c2cccc3c(-c4ccc5c(c4)ncn5C4CCCCC4)ccc(c23)C(=O)N1CCO
  87	89	74	94	95	116	62	105
O=C(Nc1cc(Cl)cc2c1-c1ccc(Cl)cc1C2O)C(Cl)Cl (configuration not stated)
  76	110	60	90	79	85	42	105
C/C(=N\NC(=O)Nc1ccc(Cl)cc1)c1nnn(-c2ccc([N+](=O)[O-])cc2)c1C
  98	106	98	102	106	108	100	109
O=C(CSc1nnc(-c2ccc(Cl)cc2)n1-c1ccccc1)Nc1ccc(C(=O)O)cc1
  108	104	89	113	110	107	104	64
CN(C)c1ccc(C=Nc2cc(S(=O)(=O)O)cc3cc(S(=O)(=O)O)c(N=Nc4ccccc4)c(O)c23)cc1
  96	98	97	96	89	111	98	105
O=P(NC1CCCCC1)(c1ccccc1)c1ccccc1
  104	110	100	104	104	108	106	110
CNC(=O)c1cccc(Cn2nc(C)c(NC(=O)c3ccc(COc4ccc(C(F)(F)F)cc4C)cc3)c2C)c1
  58	49	57	8.6*	85	64	-17*	77
CC(/C=C/C(O)=C1/C(=O)CNC1=O)=C\[C@@H](C)[C@H]1O[C@@]2(C)O[C@H](C(=O)[C@@H]3O[C@@]32C)[C@@H]1C
  96	112	98	95	.	.	98	95
Cn1cc(-c2nonc2-c2cn(C)c3ccccc23)c2ccccc21
  49	36	31	66	31	57	26	53
COc1cc(-c2ccc(C)n2-c2ccc(-c3nc4ccc(F)cc4s3)cc2)cc(OC)c1OC
  86	.	79	126	87	120	84	86
O=C(Nc1ccccc1)Nc1ccc(F)cc1
  94	110	100	90	125	107	110	110
CCSC(SCC)C(OC(C)=O)C(OC(C)=O)C(COC(c1ccccc1)(c1ccccc1)c1ccccc1)OC(C)=O (configuration not stated)
  85	81	75	84	106	105	89	.
COc1cc(/C=N/Nc2ccccc2F)cc(OC)c1OC
  66	90	66	116	95	110	102	99
O=C(N/N=C/c1cccc2ccccc12)c1cccnc1
  98	107	104	102	108	100	96	104
FC(F)(F)c1nc2ccccc2n1Cc1nnc(SCc2cn(-c3ccc(Cl)cc3)nn2)o1
  100	99	88	106	104	106	96	117
CSc1nc(N)c(CNCc2ccccc2)c(=O)n1C
  91	93	89	97	211	108	99	104
O=C1c2c(c(=O)[nH]c3ccccc23)[C@H](c2ccccc2)[C@@H]2CCCN12
  .	36	41	77	48	70	70	.
COc1ccc(C2=NN(c3ccccc3)C(c3ccc(OCc4ccc(Cl)cc4)c(OC)c3)C2)cc1OC (configuration not stated)
  .	92	80	102	95	109	94	102
CCOC(=O)/C(F)=C/C1CC1CCc1ccc(F)cc1 (configuration not stated)
  99	.	98	112	107	103	101	101
O=C(Nc1ccc(Br)cc1)C1=NCCCCN1
  35	103	59	100	97	114	93	104
O=Nc1c(O)cc(O)c2ccccc12
  96	101	107	98	93	112	100	104
N#Cc1nc(-c2ccccc2)oc1N1CCC(C2(C(F)(F)F)N=N2)CC1
  97	98	93	102	97	119	99	102
O=C(Nc1nc2ccc(C(=O)c3ccccc3)cc2[nH]1)OC1COC1
  80	76	63	101	80	76	91	69
NC(CCC(=O)NC(CS)C(=O)NCC(=O)O)C(=O)O (configuration not stated)
  104	100	97	101	107	116	102	122
O=C(Cc1ccc(CCC(=O)c2ccccc2O)cc1)Nc1ccccc1
  95	94	78	97	96	107	92	102
COc1ccc(-c2nnc(COc3ccc(-c4nnc(N)s4)cc3)o2)cc1
  88	129	84	109	97	98	.	119
COC(=O)C1(C)CCC[C@]2(C)[C@H]3C[C@H]4C(C(C)C)=C[C@]3(CC[C@@H]12)[C@H]1[C@@H]4[C@@H](OC(=O)c2ccco2)CC[C@@H]1O (some centres not stated)
  100	90	69	98	108	106	96	104
Cn1c(=O)c2c(nc3scc(CNc4cccc(C(F)(F)F)c4)n32)n(C)c1=O
  61	73	50	88	95	106	69	96
COc1cc2c(c(OC)c1OC)C(=O)CC(c1cccc(NC(=O)c3cccc(Br)c3)c1)O2 (configuration not stated)
  96	73	75	88	98	115	87	98
CCCCC[n+]1ccc(SCC(=O)N(Cc2ccccc2)c2ccc(OC)cc2)c2ccccc21
  96	127	79	106	116	104	98	71
CCOC(=O)C1(C)CCCCC1=O (configuration not stated)
  106	97	93	116	106	104	104	151
C[C@]12CCC(=O)C=C1CCC1C2[C@@H](O)C[C@@]2(C)C1CC[C@]2(O)C(=O)CO (some centres not stated)
  100	98	97	103	119	107	98	94
C/C(NCCc1ccccc1)=C1\CCOC1=O
  96	89	86	74	73	113	105	109
N#CCC(=O)NCc1ccncc1
  109	104	97	89	111	110	97	98
Cc1cc(N=Nc2ccc(-c3ccc(N=Nc4ccc(O)c(C(=O)O)c4)cc3)cc2)c(N)c(N=Nc2ccc(C(=O)O)cc2)c1N
  94	92	71	110	.	81	87	95
CCN1C(=O)N(CC)C2C1NC(=S)N2/N=C/C=C/c1ccccc1OC (configuration not stated)
  21	33	26	72	40	57	-41*	55
Cc1oc(-c2ccc(Cl)cc2)nc1/C=C/C(=O)c1ccc(Cl)cc1
  93	99	84	102	99	103	99	91
CCCCc1nc(/C=C/C(=O)C2C(=O)N(C)C(=O)N(C)C2=O)c(Cl)[nH]1
  107	93	92	91	94	109	113	115

The closing three records of the section before lead into the next:
Below each SMILES: LOX IMVI	SK-MEL-2	UACC-62	UACC-257	HS 578T	SK-MEL-28	SK-MEL-5	MALME-3M
CCN1C(=O)N(CC)C2C1NC(=S)N2/N=C/C=C/c1ccccc1OC (configuration not stated)
  21	33	26	72	40	57	-41*	55
Cc1oc(-c2ccc(Cl)cc2)nc1/C=C/C(=O)c1ccc(Cl)cc1
  93	99	84	102	99	103	99	91
CCCCc1nc(/C=C/C(=O)C2C(=O)N(C)C(=O)N(C)C2=O)c(Cl)[nH]1
  107	93	92	91	94	109	113	115
Oc1ccc(Cc2ccccc2)c2cccnc12
  4.7*	12	-14*	1.3*	.	32	3.5*	-0.4*
N#C/C(=C/NC(=S)Nc1ccc(Cl)c(Cl)c1)C(N)=O
  87	103	94	93	102	109	103	88
CCCCCCCCCCCCCCCCSC(=NCC)NCC
  -91*	-22*	-8.1*	-12*	66	43	-38*	.
C[C@@H]1N=C(c2ccc3ncccc3c2)Nc2nc3ccccn3c2C1=O
  94	92	96	102	100	111	97	101
CC(=O)C(=Cc1ccc(C=C(C(C)=O)C(C)=O)cc1)C(C)=O
  -98*	71	-42*	19	65	-35*	73	-19*
Nc1nc(-c2ccc(Cl)cc2)cs1
  97	104	102	.	105	115	100	107
O=C(/C=C/c1cn(Cc2ccc(Cl)cc2)c2ccccc12)c1ccccc1
  47	93	33	87	95	93	96	89
COc1ccccc1C(=O)/C=C/c1cc2cccc(OC)c2[nH]c1=O
  -64*	20	-29*	34	39	2.9*	-39*	-0.7*
O=Cc1cn(S(=O)(=O)c2ccc(Cl)c(Cl)c2)c2ccccc12
  90	96	76	96	86	99	97	80
CN(C)c1ccc(/C=C2\SC(=O)N(CC(=O)Nc3ccc(C(=O)/C=C/c4cc5ccccc5nc4Cl)cc3)C2=O)cc1
  101	105	88	98	111	104	101	96
N#CC(C#N)=C1NC2(CCCCC2)N=C1N
  101	99	94	93	93	120	102	58
CCN(CC)CCn1c2ccc(O)cc2c2sc3cc(O)ccc3c(=O)c21
  8.5*	58	39	55	64	55	61	16
CC(=O)Nc1ccc(/C=N\NC(=O)N/N=C/c2ccc(NC(C)=O)cc2)cc1
  97	107	98	111	96	106	96	96
COC(=O)c1nc(-c2ccc(C)cc2)oc1S(=O)(=O)N1CCN(c2oc(-c3ccccc3)nc2C#N)CC1
  90	.	92	111	108	100	100	99
C1CCC(OCC2(COC3CCCCO3)CCCO2)OC1 (configuration not stated)
  100	103	100	101	117	105	103	85
COc1cc(-c2nc(-c3ccccc3)[nH]c2-c2ccnc(NCCCNS(=O)(=O)c3ccc(Br)cc3)n2)ccc1Cl
  73	93	91	85	76	75	86	91
COc1ccc(S(=O)(=O)N2CCOCC2)cc1NC(=O)c1[nH]c(C)c2c1CCCCC2=O
  24&99	67&105	33&98	59&101	23&92	62&101	71&98	54&103
O=C([C@H]1C[C@H]1c1ccc(S(F)(F)(F)(F)F)cc1)N1CCN(c2cc(Cl)ccc2C(F)(F)F)CC1
  102	92	67	95	91	97	90	90
O=C(Nc1cccc(-c2nc3ccccc3[nH]2)c1)c1cccc(NC(=O)c2ccco2)c1
  42	101	-72*	-20*	79	30	43	74
CCN(CC)CCn1nc2c3c(cccc3c1=O)-c1ccccc1-2
  -3.4*	33	5.9*	2.9*	76	37	-20*	-9.0*
COC(=O)c1cc(-c2cc(OC)c(OC)c(OC)c2)[nH]c1N/N=C/c1c(Cl)cccc1Cl
  19	-21*	35	46	-5.6*	30	59	-8.0*
Cn1cnc2ccccc21
  100	93	98	79	104	113	103	103
CC1CCCCN1 (configuration not stated)
  99&97	112&110	101&102	102&113	99&113	105&103	97&105	95&137
CCOc1ccc(-n2nc(C(=O)Nc3ccccc3)nc2-c2cc(OC)c(OC)c(OC)c2)cc1
  56	38	.	66	40	.	.	55
CCN1C(=O)N(CC)C2NN3C(=O)C4(SC3=NC21)C(c1ccc([N+](=O)[O-])cc1)CN(C)C41C(=O)Nc2ccccc21 (configuration not stated)
  96	101	94	90	102	112	97	101
CC(=O)N1CCC[C@]2(C)[C@H]3CC=C4[C@@H]5CC(C)(C)CC[C@]5(C(=O)N5CCN(C)CC5)CC[C@@]4(C)[C@]3(C)CC[C@H]2C1(C)C
  98	105	83	92	98	103	88	92
O=S(=O)(Oc1ccc(-c2nnc(Nc3ccccc3)s2)cc1)C(F)(F)C(F)(F)C(F)(F)C(F)(F)C(F)(F)C(F)(F)C(F)(F)C(F)(F)F
  100	113	94	100	99	104	105	88
COc1ccc(-c2nn3c(-c4cc(F)c(Cl)cc4Cl)nnc3s2)cc1
  42	67	44	73	-21*	37	20	41
COc1ccc[nH]c1=O
  94	.	118	98	105	115	109	119
O=S(=O)(Nc1ccc(C2CC2)cc1)c1ccc(-c2cnc(C3CC3)o2)cc1
  56	65	49	80	69	73	75	67
CC(=O)C(C(c1ccccc1)N1CCOCC1)N1CCOCC1 (configuration not stated)
  104	90	101	98	96	114	.	111
N=C(N)CC(N)=O
  103	100	105	94	107	115	109	117
COc1cc(-c2nnc(SCC(=O)Nc3ccc(C(=O)/C=C/c4ccccc4)cc3)o2)cc(OC)c1OC
  90	93	101	114	95	100	79	90
O=C1/C(=C/c2ccccc2Br)COc2ccc(O)c(O)c21
  -76*	49	7.0*	20	25	42	47	-8.5*
C#CCOc1ccc(C2=NN(CCCCC)C3N=C(Cl)c4ncn(CCCCC)c4N23)cc1OCC#C (configuration not stated)
  94	96	69	93	81	101	96	109
CN(C)CCCOc1cccc2c1C(=O)c1c(OCCCN(C)C)cccc1C2=O
  54	86	100	95	84	119	94	122
C/C(CC(C)C)=N/Nc1nc(C)cc(=O)[nH]1
  101	134	101	109	112	109	107	103
COc1ccc(C)cc1OC
  96	112	99	94	114	115	100	97
NC(=O)N1c2ccccc2C=Cc2ccccc21
  98&93	103&106	102&98	98&96	107&110	97&115	99&100	92&107
COC1=CC(CO[Si](C)(C)C)=CC2C(O)c3ccccc3N3C(=O)COC123 (configuration not stated)
  93	110	96	104	106	112	97	99

Retrieved one by one from above (6):
Below each SMILES: LOX IMVI	SK-MEL-2	UACC-62	UACC-257	HS 578T	SK-MEL-28	SK-MEL-5	MALME-3M
CSc1nc(N)c(CNCc2ccccc2)c(=O)n1C
  91	93	89	97	211	108	99	104
Cn1c(=O)c2c(nc3scc(CNc4cccc(C(F)(F)F)c4)n32)n(C)c1=O
  61	73	50	88	95	106	69	96
CN(C)c1ccc(C=Nc2cc(S(=O)(=O)O)cc3cc(S(=O)(=O)O)c(N=Nc4ccccc4)c(O)c23)cc1
  96	98	97	96	89	111	98	105
CCCCCCCCCCCCCCCCSC(=NCC)NCC
  -91*	-22*	-8.1*	-12*	66	43	-38*	.
CCN1C(=O)N(CC)C2NN3C(=O)C4(SC3=NC21)C(c1ccc([N+](=O)[O-])cc1)CN(C)C41C(=O)Nc2ccccc21 (configuration not stated)
  96	101	94	90	102	112	97	101
O=S(=O)(Oc1ccc(-c2nnc(Nc3ccccc3)s2)cc1)C(F)(F)C(F)(F)C(F)(F)C(F)(F)C(F)(F)C(F)(F)C(F)(F)C(F)(F)F
  100	113	94	100	99	104	105	88

Additional compounds follow:
Below each SMILES: LOX IMVI	SK-MEL-2	UACC-62	UACC-257	HS 578T	SK-MEL-28	SK-MEL-5	MALME-3M
NC1CCN(c2nc(Nc3cccc(C(F)(F)F)c3)c3c(=O)[nH]ccc3n2)CC1
  -94*	-78*	-80*	-75*	-24*	-85*	-96*	-64*
C/C(Cc1ccc(Cl)cc1)=C(\c1ccc(OCCN2CCCCCC2)cc1)c1ccc(OC(=O)Cc2ccccc2)cc1
  78	91	75	89	62	71	84	70
O=C1NC(=O)C2(CCCCC2)N1
  93	109	100	113	109	119	104	117
O=C(NO)c1ccc(NC(=S)NC(=O)c2ccc(OCc3ccccc3)cc2)cc1
  88	87	78	104	103	99	88	86
CC(=O)C1C(=O)OC2C3C=CC(C3)C2C1=O (configuration not stated)
  94	102	103	105	.	114	104	115
CCOC(=S)SCCc1ccccc1
  92	99	103	100	110	111	96	111
CC(C)CNC(=S)N/N=C/c1ccccc1
  97	105	91	.	107	103	101	93
O=C1CN(CN2CCOCC2)C(=O)CN1CN1CCOCC1
  97	103	94	127	104	99	122	100
